Source: PubChem
ATXN2 expr inh: ATXN2 expression inhibition | hit rate 0.72% among 360,000 | HEK-293 ATXN2-luciferase reporter, luminescence, 24 h | Potency, µM (top dose mostly 57 µM), inactives show at the top dose activity change, negative = inhibition, most hits filed as inhibitors; further: potency means the concentration at half of the fitted maximal effect; on the % scale 0 is the no-effect control and ±100 the full control effect; nearly all actives have a fitted effect of over 55% in size
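ATXN2-luciferase reporter cells (luciferase flanked by upstream and downstream ATXN2 gene portions) were treated 24 h at 37 °C with compounds at up to 57 uM. SteadyGlo luminescence gave expression; GF-AFC fluorescence gave viability.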
IL1B secr inh: inhibitors of inflammasome signaling (IL-1 beta secretion) | THP-1 LPS/ATP IL-1B secretion, AlphaLISA, 16 h; active compounds read low | activity change, % at 57.5 µM | hit rate 4.7% among 360,000 | AID 743279; in the data active means activity change below about -50%; inconclusive means mostly about -30% to -49%; further: on the % scale 0 is the no-effect control and ±100 the full control effect
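Secreted IL-1B measured by AlphaLISA bead assay after 16 h compound exposure of THP-1 cells; compounds (final up to 57.5 uM) added 1 h before LPS (250 ng/mL) and ATP (1.25 mM) stimulation; lower signal means less secretion.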
MCF10A rereplic: inducers of DNA re-replication in MCF 10A breast cells. MCF 10A DNA re-replication, Hoechst nuclear intensity, 48 h. Potency, µM (series often up to 46.1 µM), inactives show top-dose activity, positive = re-replication, usual class: activators. hit rate 2.9% among 350,000. AID 624296; further: potency means the concentration at half of the fitted maximal effect; % of control where 0% means no effect; nearly all actives have a fitted effect of over 50% in size
HT1080NT lethal: kills 2HG-producing HT-1080-NT fibrosarcoma cells; HT-1080-NT fibrosarcoma viability, CellTiter-Glo ATP luminescence, 48 h; Potency, µM (highest dose often 46.1 µM), without a hit: at the highest dose activity, negative = less viability, actives largely listed as cytotoxic; hit rate 1.6% among 360,000; AID 686970;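 further: NT is the 2HG producing partner of a matched IDH1 knockdown line; potency means the concentration at half of the fitted maximal effect; 0% = DMSO-treated cells and -100% = media-only wells without cells; nearly all actives have a fitted effect of over 55% in size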
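Read-out is CellTiter-Glo luminescence after 10 minutes at room temperature, following 48 hours' compound treatment of HT-1080-NT cells (750 cells/well, RPMI, 5% FBS, 37 degrees C).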
SW480 rereplic: induces DNA re-replication in SW480 colon adenocarcinoma cells. SW480 DNA re-replication, Hoechst DNA content imaging, 48 h. Potency, µM (titrated, usually from 46.1 µM), for inactives: at the highest dose re-replication activation, hits mostly activators. hit rate 1.8% among 340,000. AID 624297; further: potency means the concentration at half of the fitted maximal effect; % of control where 0% means no effect; nearly all actives have a fitted effect of over 55% in size
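Compounds, transferred as 23 nL by pin tool, were incubated with cells for 48 hr; DNA content per nucleus was then quantified by Hoechst staining and fluorescence plate imaging.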
HT1080 IDH1KD tx: toxicity to HT-1080 IDH1 knockdown cells (counter line); HT-1080 IDH1 knockdown viability, ATP luminescence, 48 h; Potency, µM (series often up to 46.1 µM), inactives show at the top dose activity, negative = toxicity, most hits filed as cytotoxic; hit rate 2% among 360,000; AID 686971;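 further: potency means the concentration at half of the fitted maximal effect; 0% = DMSO wells and -100% = cell-free medium wells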
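Knockdown cells (IDH1KD HT-1080) received compounds 2 h after plating at 750 cells/well and were kept 48 h at 37 °C in 5% FBS RPMI. A CellTiter-Glo luminescence read gave % activity for curve fitting.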
S2 tox: viability counter-screen for ATXN expression inhibitors | AID 651635 | S2 cells (HEK-293 line with an ATXN2-luciferase reporter) viability, CellTiter-Fluor protease fluorescence, 24 h | hit rate 0.49% among 400,000 | Potency, µM (highest dose often 56.7 µM), most hits filed as cytotoxic; further: potency means the concentration at half of the fitted maximal effect; nearly all actives have a fitted effect of over 40% in size
KB-3-1 tox: KB-3-1 parental cell cytotoxicity | KB-3-1 viability, CellTiter-Glo ATP luminescence, 72 h | hit rate 1.4% among 400,000 | Potency, µM (doses to about 46.1 µM), for the others: at the highest dose activity change, negative = cytotoxic, actives largely listed as cytotoxic; further: potency means the concentration at half of the fitted maximal effect; on the % scale 0 is the no-effect control and ±100 the full control effect; nearly all actives have a fitted effect of over 60% in size
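Parental KB-3-1 adenocarcinoma cells in phenol-red-free DMEM with 10% FBS were pin-treated with compounds at several concentrations, incubated 72 h at 37 °C, and viability read by CellTiter-Glo luminescence; concentration-effect curves were fitted after normalization.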
HepG2 tox: kills HepG2 cells in TGF-b inhibitor counter-screen | hit rate 0.76% among 410,000 | HepG2 CAGA-GFP viability, ATP luminescence, 18 h | AID 588856 | Potency, µM (top dose mostly 46.1 µM), for the others: top-dose activity change, negative = cytotoxicity, most hits filed as cytotoxic; further: potency means the concentration at half of the fitted maximal effect; some results filed as inactive show a strong effect at the top dose
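HepG2 CAGA-GFP cells (1000/well, DMEM with 1% FBS) received compound, then TGF-beta at 500 pg/mL final, and were incubated 18 hours at 37 degrees C. Viability was read by CellTiter-Glo luminescence. Media-only wells were set as complete cell-killing and DMSO as no toxicity.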
Starred values were filed as active, the others as inactive; i = inactive; ? = inconclusive; nt = no result given; & = joins results of further samples; [ ] = dose if it differs, or a comment. Unless noted, the call rests on the fitted dose curve; in most records, active means well fitted curve in the direction sought with a large enough effect; inconclusive means small, poorly fitted or top-dose-only effect, or another doubt; inactive means no such curve, though single readings can be large; an effect the other way counts as inactive or inconclusive.

SMILES	ATXN2 expr inh	IL1B secr inh	MCF10A rereplic	HT1080NT lethal	SW480 rereplic	HT1080 IDH1KD tx	S2 tox	KB-3-1 tox	HepG2 tox
COc1ccc(CCNC(=O)CCCCn2c(=O)c3ccccc3n(CC(=O)Nc3c(C)cccc3C)c2=O)cc1OC	-8%	nt	nt	nt	nt	nt	i	-7%	4%
Cc1cccc(C(=O)Nc2cccc(C(=O)Nc3cc(C)ccn3)c2)c1	nt	28	0%	11%	7%	8%	?	6%	0%
COc1ccccc1C(=O)NCc1ccc2c(c1)OCO2	26%	-16	1%	5%	-2%	0%	i	4%	-2%
CN(C)CCCN1C(=O)C(=O)/C(=C(/O)c2ccncc2)C1c1cccnc1 (stereo unspecified)	14%	13	0%	1%	2%	-1%	i	-3%	3%
Cc1onc(-c2ccc(Cl)cc2Cl)c1C(=O)/C=C/N(C)C	-4%	36	?	3%	-15%	9%	i	3%	-9%
CCc1nc2ccc(C(=O)Nc3ccc(OC)c(OC)c3)cn2c1N(CC)CCOC	0%	-16	nt	12%	nt	7%	i	17%	-9%
O=C(CN1C(=O)COc2ccc(S(=O)(=O)N3CCOCC3)cc21)NCc1ccccn1	nt	5	15%	-1%	-1%	9%	i	-2%	-17%
Cc1cc(NC(=O)COC(=O)c2cccc(OCc3ccccc3)c2)no1	8%	7	-6%	-5%	0%	3%	i	-3%	-22%
Cc1ccccc1NC(=O)Cn1cc(S(=O)(=O)c2ccccc2)c(=O)c2ccccc21	0%	nt	nt	nt	nt	nt	i	14%	-4%
Cc1ccc(CNC(=O)CSc2ccc(-c3cccs3)nn2)cc1	-3%	-2	3%	1%	-3%	14%	i	16%	4%

Overlap with the part before: 3 entries; new compounds follow.
SMILES	ATXN2 expr inh	IL1B secr inh	MCF10A rereplic	HT1080NT lethal	SW480 rereplic	HT1080 IDH1KD tx	S2 tox	KB-3-1 tox	HepG2 tox
Cc1cc(NC(=O)COC(=O)c2cccc(OCc3ccccc3)c2)no1	8%	7	-6%	-5%	0%	3%	i	-3%	-22%
Cc1ccccc1NC(=O)Cn1cc(S(=O)(=O)c2ccccc2)c(=O)c2ccccc21	0%	nt	nt	nt	nt	nt	i	14%	-4%
Cc1ccc(CNC(=O)CSc2ccc(-c3cccs3)nn2)cc1	-3%	-2	3%	1%	-3%	14%	i	16%	4%
COc1ccc(CCN2C(=NC(=O)C(C)C)SC3CS(=O)(=O)CC32)cc1OC (stereo unspecified)	-13%	11	8%	15%	-3%	7%	i	-3%	4%
N=C(c1cccc([N+](=O)[O-])c1)N1CCCCCC1	nt	2	-2%	8%	-4%	7%	i	0%	-3%
CCN(Cc1ccccc1)C(=O)Cn1c(=O)n(-c2ccc(Cl)cc2)c(=O)c2c(C)c(C)sc21	-11%	nt	nt	nt	nt	nt	i	0%	-1%
O=C(CNC1CCCCC1)Nc1ccc(Cl)cc1	nt	-28	0%	5%	2%	11%	i	0%	8%
COc1cc2c(cc1OC)CN(C(=O)C(CCSC)NS(=O)(=O)c1ccc(C)cc1)CC2 (stereo unspecified)	-17%	23	10%	0%	6%	9%	?	16%	-17%
CCOC(=O)c1[nH]c2ccc(C)cc2c1N	30%	17	4%	2%	1%	3%	i	4%	-24%
Cc1cnn(-c2cc(N/N=C/c3ccccc3F)ncn2)c1	?	-3	-4%	16%	1%	13%	?	13%	3%
C/C(=N\NC(=O)C1CC1)c1ccc(OC(F)F)cc1	17%	-20	8%	13%	-3%	1%	nt	?	0%
O=C(N/N=C/c1ccccc1[N+](=O)[O-])C(=O)N1CCCC1	11%	-12	-41%[inhibitor]	20%	3%	12%	i	14%	-14%
Cc1ccc(CCNC(=O)C2CC(c3ccccc3C(F)(F)F)=NO2)cc1 (stereo unspecified)	7%	-1	-10%	5%	-10%	5%	i	5%	5%
CC(=O)CC1=NC(C)(C)Cc2ccccc21	14%	13	0%	-6%	-19%	1%	i	-2%	0%
Cc1ccccc1C(=O)Nc1ccc2c(C#N)c3nc4ccccc4nc3n2c1	0%	-1	6%	2%	-6%	4%	i	4%	-4%
CC(C)(C)c1cc(C(C)(C)C)c2oc(=O)c(-c3nc4ccccc4[nH]3)cc2c1	10%	nt	nt	nt	nt	nt	i	9%	-2%
O=C(Nc1nc(-c2ccccc2)cs1)C1CCCCN1S(=O)(=O)c1ccccc1 (stereo unspecified)	?	-8	6%	?	-2%	?	i	-10%	-40%
COc1ccc2ccccc2c1/C=N/NC(=O)c1cccc(Br)c1	5%	1	?	3%	8%	1%	i	-4%	-1%
Cc1ccc2cc(NC(=O)c3cccc(F)c3)ccc2n1	nt	0	0%	-3%	?	-15%	i	-4%	-41%
COC(=O)C1=C(C)N(c2ccc(Cl)cc2)/C(=C/c2cccs2)C1=O	-1%	0	6%	4%	-13%	3%	i	6%	-19%
Cc1ccc(-c2cc(C(=O)N3CCN(C(=O)c4ccco4)CC3)no2)cc1	-2%	-14	-8%	-1%	-9%	1%	i	-12%	-8%
Cc1ccc(-c2nc(SCC(=O)NCC3CCCO3)c(-c3ccccc3)[nH]2)cc1 (stereo unspecified)	-14%	-19	5%	-4%	?	-7%	i	-18%	-19%
O=C(CCCCn1c(=O)c2ccccc2n(Cc2ccccc2Cl)c1=O)NCc1ccc2c(c1)OCO2	2%	nt	nt	nt	nt	nt	i	0%	0%
NC(c1csc(Nc2nccc(C(F)(F)F)n2)n1)C1CCCCC1 (stereo unspecified)	?	?	nt	21µM*	nt	21µM*	i	-3%	-96%
CCOC(=O)CN1CCS(=O)(=O)CC1	1%[11.3 µM]	?	-8%	-1%	-10%	-1%	i	3%	-2%
O=C(COC(=O)c1cccs1)NCCc1ccc(F)cc1	19%	5	-14%	13%	-348%[inhibitor]	7%	i	16%	3%
O=C(COC(=O)COc1ccc(Br)cc1)NC1CCCCCC1	-5%	-6	0%	-1%	-27%	6%	i	19%	-1%
CCOC(=O)C1CCCN(S(=O)(=O)CCNC(=O)c2ccc(F)cc2)C1 (stereo unspecified)	2%	-12	3%	29%	2%	22%	i	-3%	6%
COC(=O)c1nn(C23CC4CC(CC(C4)C2)C3)c2c1C(=O)N(c1ccc(Br)cc1)C2=O	-19%	19	-4%	5%	0%	7%	i	-1%	7%
CCCCN(C(=O)C(C)Oc1cccc(Cl)c1)c1c(N)n(CCC)c(=O)[nH]c1=O (stereo unspecified)	5%	19	1%	0%	-5%	2%	i	-5%	6%
COc1ccc(CC2(CO)CCN(C/C=C/c3ccccc3OC)CC2)cc1	-16%	-81*	-1%	?	4%	?	i	-23%	-15%
Cc1ccc(NC(=O)c2cccc(S(=O)(=O)NCc3ccccc3)c2)nc1	-19%	61	19%	-24%	?	-24%	i	?	-53%
Cc1ncc[nH]1	7%	6	18%&-4%	26%	-4%&-2%	6%	i	0%	1%

Reprinted from the results shown (2 entries):
SMILES	ATXN2 expr inh	IL1B secr inh	MCF10A rereplic	HT1080NT lethal	SW480 rereplic	HT1080 IDH1KD tx	S2 tox	KB-3-1 tox	HepG2 tox
NC(c1csc(Nc2nccc(C(F)(F)F)n2)n1)C1CCCCC1 (stereo unspecified)	?	?	nt	21µM*	nt	21µM*	i	-3%	-96%
CCOC(=O)CN1CCS(=O)(=O)CC1	1%[11.3 µM]	?	-8%	-1%	-10%	-1%	i	3%	-2%

New compounds follow
SMILES	ATXN2 expr inh	IL1B secr inh	MCF10A rereplic	HT1080NT lethal	SW480 rereplic	HT1080 IDH1KD tx	S2 tox	KB-3-1 tox	HepG2 tox
COc1ccc(-c2nc3cc([N+](=O)[O-])ccc3o2)cc1OC	6%	-13	0%	13%	-7%	13%	i	-20%	-40%
COCc1cc(C)nc(SCC(=O)Nc2ccc3[nH]c(=O)[nH]c3c2)c1C#N	-7%	4	-7%	-17%	-11%	?	i	17%	-14%
CCOC(=O)C1(CCCc2ccccc2)CCN(Cc2cn(CC)nc2C)CC1	-36%	-77*	?	?	?	?	i	21µM*	-32%
CCCC(C)c1nc(C(N)=O)c2[nH]c(=O)n(-c3ccc(OC)cc3OC)c2n1 (stereo unspecified)	nt	29	-5%	21%	10%	11%	i	0%	-5%
CCOC(=O)N1CC(C)N(CC(O)CN2CCOCC2)CC1C (stereo unspecified)	-1%	4	4%	12%	-3%	13%	i	-6%	-5%
CC1=C(C(N)=O)C(c2ccc(C(C)C)cc2)n2nc(SCc3ccccc3)nc2N1 (stereo unspecified)	-3%	nt	nt	nt	nt	nt	?	2%	-3%
O=C(O)C1CC(=O)N(CCc2ccc(F)cc2)C1 (stereo unspecified)	5%	-3	-1%	-4%	-2%	-1%	i	-5%	-1%

Exported with bars between the fields: 5 of the compounds above
SMILES | ATXN2 expr inh | IL1B secr inh | MCF10A rereplic | HT1080NT lethal | SW480 rereplic | HT1080 IDH1KD tx | S2 tox | KB-3-1 tox | HepG2 tox
O=C(Nc1nc(-c2ccccc2)cs1)C1CCCCN1S(=O)(=O)c1ccccc1 (stereo unspecified) | ? | -8 | 6% | ? | -2% | ? | i | -10% | -40%
COc1ccc2ccccc2c1/C=N/NC(=O)c1cccc(Br)c1 | 5% | 1 | ? | 3% | 8% | 1% | i | -4% | -1%
Cc1ccc2cc(NC(=O)c3cccc(F)c3)ccc2n1 | nt | 0 | 0% | -3% | ? | -15% | i | -4% | -41%
COC(=O)C1=C(C)N(c2ccc(Cl)cc2)/C(=C/c2cccs2)C1=O | -1% | 0 | 6% | 4% | -13% | 3% | i | 6% | -19%
Cc1ccc(-c2cc(C(=O)N3CCN(C(=O)c4ccco4)CC3)no2)cc1 | -2% | -14 | -8% | -1% | -9% | 1% | i | -12% | -8%
